Assay outcomes (PubChem BioAssay)
Lipid storage S3: qHTS Assay for Lipid Storage Modulators in Drosophila S3 Cells | Drosophila S3 cells, BODIPY lipid droplet fluorescence, 18-24 h; cells fed with added oleic acid | Potency in µM for hits, for the others lipid storage change, negative = inhibition, % at the top dose, mostly 46.1 µM | 320,000 compounds, 0.64% hits | AID 2685, 2010; active means well fitted inhibition curve with a large enough effect in the signal ratio, with a control signal flat, not every such curve was filed as active; inconclusive means small, poorly fitted or top-dose-only effect, or effect the other way, or a change in a side signal; the % refers to the signal ratio
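Drosophila S3 cells loaded with oleic acid (400 uM, as added) and compounds at several concentrations; lipid droplets imaged by 488-nm laser-scanning cytometry, 500–530 nm intensity and object ratio to cell channel. Percent activity normalized to 20 uM Triacsin C.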
Lipid storage S3 cell count max: recorded beside Lipid storage S3, whose call it bears; cell number change, %; measured here: cell count max response;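 cells counted by Cell Tracker Red CMTPX staining in the red channel; peak over a dose series mostly up to 46.1 µM; percent activity relative to internal control wells on each plate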
* marks the source's active call; other numbers are inactive results; i = inactive; ? = inconclusive; . = not tested or not shown. On the % scale 0 is the no-effect control and ±100 the full control effect; potency means the concentration at half of the fitted maximal effect. The list is partial; the hit share may differ from the screen's.

SMILES	Lipid storage S3	Lipid storage S3 cell count max
CCCOc1ccc(N2C(=O)CC(N(Cc3ccccc3)N=O)C2=O)cc1 (stereo unspecified)	2%	-1
Cc1cc(C)c2c3c(sc2n1)C(c1ccccc1)C(C#N)=C(N)O3 (stereo unspecified)	?	.
Cc1c(Br)c([N+](=O)[O-])nn1CC(=O)Nc1sc2c(c1C(=O)OC(C)C)CCC(C)C2 (stereo unspecified)	?	.
CCOc1ccc(-c2nn(-c3ccccc3)cc2/C=C2\SC(=S)N(Cc3ccco3)C2=O)cc1	13%	0
Cc1ccccc1NC(=S)Nc1cccc([N+](=O)[O-])c1	1%	-15
Cc1nn(-c2ccccc2)c2[nH]c(=O)cc(C(F)F)c12	?	.
CC(=O)N(C)c1ccc(OCC(O)Cn2c(C)nc3ccccc32)cc1 (stereo unspecified)	-7%	-4
CC(C)CC(=O)c1c[nH]c(C(=O)NCc2ccc(F)cc2)c1	?	.
O=C(CSc1nc2c([nH]c3ccccc32)c(=O)n1-c1ccc(F)cc1)NCc1ccco1	i	.
COc1cc(C(C)=O)ccc1Oc1cnccn1	1%	6
CN1CCN(c2cc(=O)n(-c3ccc(Cl)cc3)c(=O)[nH]2)CC1	4%	5
Cn1cc(CNC(=O)C2CCC(=O)N(Cc3ccccc3F)C2)cn1 (stereo unspecified)	?	.
COc1ccc(NC(=O)CSc2nnc(CN3CCOCC3)n2-c2ccccc2)cc1Cl	i	.
CCOC(=O)c1cccc(NC(=O)CC2Oc3ccccc3NC2=O)c1 (stereo unspecified)	5%	2
CCCc1ccc2oc(C(=O)N(Cc3ccncc3)CC3CCCO3)c(C)c2c1 (stereo unspecified)	?	.
Fc1ccc(-c2nn3c(C4COc5ccccc5O4)nnc3s2)cc1 (stereo unspecified)	24%	6
CCOC(=O)c1c(C)[nH]c(C(=O)COC(=O)/C=C/c2cccc(OC)c2OC)c1C	11%	19
O=C(CS)Nc1ccc2ccccc2c1	?	.
COc1ccc(OCc2nc(N)nc(Nc3ccc(C)cc3)n2)cc1	?	.
Cc1cc(N2CCN(c3ccccc3Cl)CC2)n2cc(-c3ccccc3)nc2n1	i	.
CC1(C(=O)NCCc2c[nH]c3ccccc23)C=CCN1C(=O)c1ccccc1 (stereo unspecified)	-9%	0
CCOC(=O)N1CCC(NC(=O)Cn2c3c(c(-c4ccccc4Cl)cc2=O)CCC3)CC1	i	.
O=C(Nc1ccc(F)cc1)C1CCC(CNc2c(N3CCCCC3)c(=O)c2=O)CC1 (stereo unspecified)	21%	7
Cc1csc(NC(=O)CSc2nnnn2C)n1	1%	20
CCOC(=O)c1c(C)[nH]c(C(=O)COC(=O)c2cnc(C)cn2)c1C	-2%	-17
S=C(NCCSCc1ccccc1Cl)Nc1ccccc1	?	.
COC(=O)c1ccccc1NC(=O)c1cnn2c(C(F)F)cc(C3CC3)nc12	?	.
Cc1cccc(CN2CCN(C(C)C(=O)NC(C)c3ccccc3)CC2)c1 (stereo unspecified)	12%	10
Cc1cc(N/N=C2\CC(C)CC(C)(C)C2)nc2ccccc12 (stereo unspecified)	?	.
CCN(CC)S(=O)(=O)c1cccc(NC(=O)CCSc2ccc(Cl)cc2)c1	?	.
Cc1ccc2c(c1)N(CC(=O)c1cccc(Cl)c1)C(=O)C(C)O2 (stereo unspecified)	16%	2
CCc1nc(SCC(=O)Nc2cc(C)on2)c2c(C)c(C)sc2n1	?	.
CCC1(C)Cc2ccccc2-c2nc(NCCO)[nH]c(=O)c21 (stereo unspecified)	i	-18
Cc1ccc(Nc2cc(C)nc(N3CCOCC3)n2)c(C)c1	?	.
CCc1c(C)sc(NC(=O)c2cc(-c3ccco3)on2)c1C#N	?	.
O=C(c1ccco1)N1CCN(Cc2nnnn2CC2CCCO2)CC1 (stereo unspecified)	24%	20
CCCNc1[nH]c(=O)n(C)c(=O)c1N=O	4%	15
COC(=O)Cn1c(=O)c2c(nc3n2CCCN3Cc2ccccc2)n(C)c1=O	?	.
Cc1cc(C)cc(C(=O)NC(CC(N)=O)c2ccc(NCC3CC3)c([N+](=O)[O-])c2)c1 (stereo unspecified)	i	-12
CCOC(=O)CN(C(=O)COc1nc(-c2ccccc2)cc(C)c1C#N)c1ccccc1	14%	0
CCC1CCCCN1c1nc(-c2cccc(OC)c2O)nc2ccccc12 (stereo unspecified)	22%	-18
CCOC(=O)N1CCN(CCC(=O)Nc2cc(C)ccc2C)CC1	?	.
CN1CCN(C(=O)C23CCC(C)(C(=O)C2Br)C3(C)C)CC1 (stereo unspecified)	-11%	9
CCOc1ccc(N(C)Cc2cc(=O)oc3ccc(OC)cc23)cc1	i	0
C1CCN(CCCNC2C3CC4CC(C3)CC2C4)C1 (stereo unspecified)	?	.

Entries of single compounds from above.
Cc1cc(C)c2c3c(sc2n1)C(c1ccccc1)C(C#N)=C(N)O3 (stereo unspecified) is listed with Lipid storage S3 = ?; Lipid storage S3 cell count max = .
CC(=O)N(C)c1ccc(OCC(O)Cn2c(C)nc3ccccc32)cc1 (stereo unspecified) is listed with Lipid storage S3 = -7%; Lipid storage S3 cell count max = -4

New compounds follow
SMILES	Lipid storage S3	Lipid storage S3 cell count max
Cc1cccc(C)c1NC(=S)N(CCCN1CCN(C)CC1)Cc1cccs1	-1%	0
O=C(/C=C/c1ccccc1)N/C(=C/c1ccccc1)C(=O)NCCCO	2%	19
C/C(=N\NC(=O)Cc1ccccc1)c1cccs1	-8%	-15
Cc1cc(OCC(=O)Nc2ccc(S(=O)(=O)N3CCN(C)CC3)cc2)cc(C)c1Cl	?	.
COc1ccc(C2CC(c3ccccc3O)=NN2C(=O)c2ccccc2)cc1OC (stereo unspecified)	?	.
Cc1cc(NC(=O)CSCC(=O)N(C)Cc2ccc(Cl)cc2Cl)no1	?	.
COc1ccccc1N1CCN(CCc2n[nH]c(=S)n2-c2ccccc2)CC1	i	0
O=C1CCCC2=C1C1(CCCC1)N=C(Nc1nc3ccccc3o1)N2	?	.
Cc1cc(-n2c(C)cc(C(=O)CN3C(=O)NC4(CCCCC4C)C3=O)c2C)no1 (stereo unspecified)	8%	-27
COc1ccc(OC)c(S(=O)(=O)N2CCN(CC(O)COc3ccccc3)CC2)c1 (stereo unspecified)	?	.
Cc1ccccc1C(=O)NC=C1C(=O)OC(C)(C)OC1=O	?	.
O=C(CCc1nc2sc3c(c2c(=O)[nH]1)CCCC3)Nc1ccccc1Cl	5%	5
Cc1cc(C)c(S(C)(=O)=O)c(S(=O)c2ccc(Cl)cc2)n1 (stereo unspecified)	?	.
O=C(COc1ccccc1)Nc1nnc(COc2ccccc2)s1	i	-9
O=C(c1ccccc1)C1CN(Cc2ccccc2)CCC1(O)c1ccccc1 (stereo unspecified)	?	.
Cc1cc(C(F)(F)F)nn2cnnc12	?	.
c1ccc2c(c1)[nH]c1c(N3CCSCC3)ncnc12	-6%	-9
CN(C(=O)CCc1nnc(-c2ccc(-c3ccccc3)cc2)o1)C1CCOCC1	?	.
Cc1ccc(NC(=O)c2sc3ncn(CC(=O)N4CCN(c5ccccn5)CC4)c(=O)c3c2C)cc1F	?	.
O=C(O)c1ccc2c(c1)OCCCO2	5%	3
C(#Cc1ccccc1)C[N+]1(CC#Cc2cccc3ccccc23)CCOCC1	-16%	2
CC(=O)Nc1ccc(NC(=O)C2CC(=O)N(c3ccc(Cl)cc3)C2)cc1 (stereo unspecified)	7%	0
COC(=O)C(NS(=O)(=O)c1ccccc1Cl)c1ccccc1 (stereo unspecified)	?	.
Cc1ccc(N(C(=O)c2ccc3c(c2)OCO3)C2C=CS(=O)(=O)C2)cc1 (stereo unspecified)	i	11
COc1cccc(NC(=O)C2CCN(S(=O)(=O)c3ccc4c(c3)OCCO4)CC2)c1	?	.
Brc1ccc(-c2nnc3c4ccccc4nc(N4CCOCC4)n23)cc1	?	.
Cc1ccc(NCC(=O)N=Nc2c(O)n(C)c3ccccc23)cc1	12%	15
COc1ccc(NC(=O)c2ccco2)cc1N	25%	-3
CCN(CC)CCn1c(=S)[nH]c2cc(C(=O)NCc3ccc(C)cc3)ccc2c1=O	?	.
CCc1ccc(NC(=O)C/C(C)=N/NC(=O)OCc2ccc(OC)cc2)cc1	5%	2
COc1ccccc1/C=N/NC(=O)CNC(=O)c1ccc(S(=O)(=O)N2CCCC2)cc1	?	.
C/C(=N\NC(N)=O)C1(C)CCCCC1	?	.
Cn1c(CNC(=O)c2ccco2)nnc1SCC(=O)c1ccc(F)cc1	-5%	.
O=C(NC(=S)Nc1ccccc1Cl)c1cncc(Br)c1	?	.
O=C(COC(=O)COc1ccc2ccccc2c1)NCC(F)(F)F	?	.
Cc1c(C#N)c2ccccc2n1CC(=O)NCC1CCCO1 (stereo unspecified)	?	.
Cc1ccc2c(c1)N(C(=O)CSc1nncn1C)C(C)(C)c1ssc(=S)c1-2	-13%	-13
COc1cnc(N(C)C)nc1Sc1ccc(Cl)cc1	?	.
COc1ccc(NC(NC(=O)c2cccnc2)C(Cl)(Cl)Cl)cc1 (stereo unspecified)	5%	9
Cc1cccc(C)c1NC(=O)C(C)Sc1nnc(C)n1CC1CCCO1 (stereo unspecified)	?	.
COc1ccccc1-c1nc(C#N)c(N2CCC(C(N)=O)CC2)o1	?	.
O=S(=O)(CCSc1nc2ccccc2o1)c1nc2ccccc2s1	?	.
Cc1ccc(C(=O)O)cc1S(=O)(=O)N1CCC(C(=O)O)CC1	16%	0
Cc1cccn2cc(-c3c[nH]c4ccccc34)nc12	?	.
O=C(Cn1cnc2ccccc2c1=O)NCCC(=O)Nc1ccccc1C(F)(F)F	0.065µM*	-3.8*
Cc1ccsc1C(=O)N1CCCC(CCC(=O)NCc2ccccc2F)C1 (stereo unspecified)	?	.
CNc1oc(-c2ccccc2)nc1C#N	i	1
COc1ccc2[nH]c(=O)c(CN(C(=O)c3cccnc3)c3ccccc3OC)cc2c1	?	.
O=C(NCC1COCCO1)c1ccc(OC2CCN(CCc3ccccc3)CC2)cc1 (stereo unspecified)	?	.
CCc1ccc(C(C(=O)NC2CCCC2)N(C(=O)/C=C/C(=O)Nc2cc(C)on2)c2ccccc2C)cc1 (stereo unspecified)	?	.
CCCNC(=O)C(CC)NC(=O)c1ccc(C#N)cc1 (stereo unspecified)	?	.
CCOc1ccc(NC(=S)N(CCCN2CCOCC2)Cc2cn(C)c3ccccc23)cc1	?	.
Cc1ccc(-c2nc3ccccc3s2)cc1NC(=S)NC(=O)c1cccc2ccccc12	?	.
Cc1cccc(C)c1Nc1nnc(SCC(=O)NCc2cccs2)s1	-28%	7
CCc1cc(=O)oc2cc(C)cc(OC(C)C(=O)O)c12 (stereo unspecified)	5%	-10
Cc1ccc(-c2noc(CCC(=O)NCC3CCCO3)n2)cc1 (stereo unspecified)	?	.
COc1ccc(Nc2ccc([N+](=O)[O-])cn2)cc1	19%	13
Nc1ccc(Nc2ccccc2)c(S(=O)(=O)O)c1	?	.
C/C(=N\NC(=O)C(O)(c1ccccc1)c1ccccc1)c1ccc(NC(=O)CCCC(=O)O)cc1	?	.
COC(=O)c1[nH]c2cc(OC)c(OC)cc2c1NC(=O)CN1C[C@H]2C[C@@H](C1)c1cccc(=O)n1C2	?	.
More entries follow:
SMILES	Lipid storage S3	Lipid storage S3 cell count max
C[C@H](NC(=O)OCc1ccccc1)C(=O)N[C@@H](Cc1c[nH]c2ccccc12)C(=O)O	-19%	-15
COc1ccccc1-c1nc(S(=O)(=O)c2ccccc2)c(N2CCCCC2)o1	4.1µM*	-12*
COc1ccc2nc(SCCN(C)C)[nH]c2c1	?	.
CCOC(=O)C1=C(C)N=c2s/c(=C\C(=O)OC)c(=O)n2C1c1ccc(OC)cc1 (stereo unspecified)	?	.
CCOc1ccc2nc(SCC(=O)NCc3ccc4c(c3)OCO4)[nH]c2c1	i	.
Cc1cc(C(=O)Nc2ccccc2N2CCCCC2)no1	?	.
c1ccc(NC2=NCCN2CC2CCC2)cc1	?	.
Cc1cc(NC(=O)CSc2nc(=O)cc(N)n2-c2ccc(Cl)cc2)no1	?	.
COc1ccc(CN(C)C(=O)c2cccc(Oc3ccccc3)c2)c(OC)c1OC	?	.
CCOc1ccc(NS(=O)(=O)c2cc3c4c(c2)CCN4C(=O)CC3)cc1	26%	-11
O=C(COC(=O)C1CC2CCCC(C1)C2=O)NC1CCCCC1 (stereo unspecified)	16%	-13

Grouped by structure, those above with an aryl thioether with sulfur outside any ring.
SMILES	Lipid storage S3	Lipid storage S3 cell count max
O=C(CSc1nc2c([nH]c3ccccc32)c(=O)n1-c1ccc(F)cc1)NCc1ccco1	i	.
COc1ccc(NC(=O)CSc2nnc(CN3CCOCC3)n2-c2ccccc2)cc1Cl	i	.
Cc1csc(NC(=O)CSc2nnnn2C)n1	1%	20
CCN(CC)S(=O)(=O)c1cccc(NC(=O)CCSc2ccc(Cl)cc2)c1	?	.
CCc1nc(SCC(=O)Nc2cc(C)on2)c2c(C)c(C)sc2n1	?	.
Cn1c(CNC(=O)c2ccco2)nnc1SCC(=O)c1ccc(F)cc1	-5%	.
Cc1ccc2c(c1)N(C(=O)CSc1nncn1C)C(C)(C)c1ssc(=S)c1-2	-13%	-13
COc1cnc(N(C)C)nc1Sc1ccc(Cl)cc1	?	.
Cc1cccc(C)c1NC(=O)C(C)Sc1nnc(C)n1CC1CCCO1 (stereo unspecified)	?	.
O=S(=O)(CCSc1nc2ccccc2o1)c1nc2ccccc2s1	?	.
Cc1cccc(C)c1Nc1nnc(SCC(=O)NCc2cccs2)s1	-28%	7
COc1ccc2nc(SCCN(C)C)[nH]c2c1	?	.
CCOc1ccc2nc(SCC(=O)NCc3ccc4c(c3)OCO4)[nH]c2c1	i	.
Cc1cc(NC(=O)CSc2nc(=O)cc(N)n2-c2ccc(Cl)cc2)no1	?	.
